Source: PubChem
PLCg1 inh = inhibitors of human phospholipase C gamma1 | P19174 | purified PLC-gamma1, fluorogenic substrate, fluorescence | inhibition, % at 12.2 µM | 0.84% of 370,000 active; in the data active = inhibition above about 9.5%
Target sequence (P19174 whole entry, looked up): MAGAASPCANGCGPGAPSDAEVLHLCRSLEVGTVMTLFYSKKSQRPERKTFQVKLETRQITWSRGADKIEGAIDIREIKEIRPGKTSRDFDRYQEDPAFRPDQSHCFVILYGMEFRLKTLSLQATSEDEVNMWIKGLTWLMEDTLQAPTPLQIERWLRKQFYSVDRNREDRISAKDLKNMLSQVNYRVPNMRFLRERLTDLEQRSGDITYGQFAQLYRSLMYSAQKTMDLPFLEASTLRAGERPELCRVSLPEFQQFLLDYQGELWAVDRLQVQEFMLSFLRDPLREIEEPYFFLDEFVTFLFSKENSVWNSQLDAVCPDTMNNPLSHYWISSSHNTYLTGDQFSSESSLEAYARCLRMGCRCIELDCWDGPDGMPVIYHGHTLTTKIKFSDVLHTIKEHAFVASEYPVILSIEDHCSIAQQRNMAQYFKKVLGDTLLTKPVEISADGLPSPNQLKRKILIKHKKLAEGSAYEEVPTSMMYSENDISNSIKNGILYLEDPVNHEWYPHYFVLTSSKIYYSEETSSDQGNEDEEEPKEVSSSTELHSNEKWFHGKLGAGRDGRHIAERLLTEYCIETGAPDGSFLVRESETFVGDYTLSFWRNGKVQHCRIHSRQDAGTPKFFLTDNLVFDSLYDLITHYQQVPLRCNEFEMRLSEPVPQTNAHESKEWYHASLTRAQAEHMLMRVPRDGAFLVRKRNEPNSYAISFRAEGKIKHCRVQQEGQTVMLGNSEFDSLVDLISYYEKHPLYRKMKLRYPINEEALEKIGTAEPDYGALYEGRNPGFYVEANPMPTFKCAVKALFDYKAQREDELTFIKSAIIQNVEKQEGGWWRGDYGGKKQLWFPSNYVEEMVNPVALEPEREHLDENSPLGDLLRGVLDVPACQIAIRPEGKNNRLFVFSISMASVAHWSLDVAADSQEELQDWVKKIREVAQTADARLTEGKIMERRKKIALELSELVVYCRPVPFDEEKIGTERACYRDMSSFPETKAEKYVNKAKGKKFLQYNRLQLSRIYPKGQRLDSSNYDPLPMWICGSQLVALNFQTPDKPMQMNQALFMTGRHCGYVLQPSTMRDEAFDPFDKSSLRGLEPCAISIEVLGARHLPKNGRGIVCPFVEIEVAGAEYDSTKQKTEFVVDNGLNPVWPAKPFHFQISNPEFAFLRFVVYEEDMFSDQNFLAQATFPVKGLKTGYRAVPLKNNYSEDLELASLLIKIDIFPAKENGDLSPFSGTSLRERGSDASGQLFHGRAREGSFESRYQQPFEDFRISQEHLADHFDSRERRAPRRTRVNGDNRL
DAX1 inh-1 = inhibits human nuclear receptor DAX1. HEK293 Gal4-DAX1 luciferase reporter, luminescence. AID 504766. inhibition, % at 6.75 µM. P51843. 0.99% of 340,000 active;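 active = inhibition above the mean over all tested compounds plus 3 SD, cut at about 4.2% in these data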;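 note: 0% = DAX1-transfected cells with DMSO and 100% = empty-vector control cells with DMSO; inhibition shows as a rise in luminescence from relieved DAX1 repression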
hgDAF12 agonist = activates the H. glycines DAF-12 receptor ligand-binding domain. HEK293 GAL4-hgDAF12 UAS-luciferase reporter, agonist luminescence; normalized to butyrate control. AID 687014. 1.8% of 370,000 active. activation, % at 6.8 µM;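 active = activation above a cutoff set at the mean of all screened compounds plus 3 SD, cut at about 10% in these data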;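 note: 0% = DMSO wells and 100% = sodium butyrate wells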
ADAM17 inh = ADAM17 inhibition, QFRET primary screen. 0.83% of 370,000 active. inhibition, % at 6.95 µM. AID 720648. recombinant ADAM17, EDANS/DABCYL FRET peptide cleavage. P78536;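 active = inhibition above the mean of compounds lying between control limits plus 3 SD, set per campaign, cut at about 8.5% in these data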;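 note: 0% = DMSO-only wells as the low control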
PLCb3 inh = inhibitors of human phospholipase C beta3. Purified PLC-beta3, fluorogenic substrate, fluorescence. inhibition, % at 12.2 µM. 0.18% of 370,000 active. Q01970; in the data active = inhibition above about 11%;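 note: 0% = median of compound wells on plate and 100% = full blocker control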
GAA850 FXN act = activators of GAA850 frataxin (FXN) promoter | 0.56% of 360,000 active | activation, % at 6 µM | AID 540364 | HEK293 lucGAA850 FXN promoter luciferase reporter, 24 h; percent of 10 µM SAHA response;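 active = activation above the average of all compounds screened plus 3 SD, cutoff fixed separately per campaign, cut at about 7.5% in these data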;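 note: 0% = DMSO wells and 100% = 10 µM SAHA wells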
DAX1 inh-2 = inhibitors of DAX1 repression of SF-1 activated StAR promoter | HEK293T StAR-luciferase reporter, SF-1/DAX-1 repression relief | 1.1% of 370,000 active | inhibition, % at 6.8 µM | AID 652010;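 active = inhibition above the mean over all tested compounds plus 3 SD, cut at about 3.6% in these data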;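 note: 0% = DAX-1 cells with DMSO and 100% = cells lacking DAX-1 with DMSO; higher inhibition means more luminescence from relief of DAX-1 repression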
sPLA2-III inh = Inhibits HGIII-sPLA2 liposome hydrolysis, primary screen. Q9NZ20. QFRET BODIPY PC-A2 liposome hydrolysis, fluorescence. inhibition, % at 12.2 µM. 0.56% of 370,000 active. AID 743126;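 active = inhibition above mean plus 3 SD of compounds lying within the high and low control bounds, cut at about 19% in these data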;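 note: 0% = median of test compound wells and 100% = no enzyme DMSO wells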
ADAM10 inh = ADAM10 inhibition, QFRET primary screen | 0.62% of 370,000 active | recombinant ADAM10, EDANS/DABCYL FRET peptide cleavage, 3 h | AID 720582 | inhibition, % at 7 µM;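 active = inhibition above a per-campaign cutoff equal to the mean of compounds falling between control-based bounds plus 3 SD, cut at about 20% in these data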;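 note: 0% = DMSO wells while the 100% control is not disclosed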
hcDAF12 agonist = activators of H. contortus DAF-12 nuclear receptor. activation, % at 6.8 µM. HEK293 hcDAF-12 lit1-tk-luc reporter, luminescence; 0% DMSO, 100% Δ7-dafachronic acid. AID 652067. 1.4% of 370,000 active;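 active = activation above the mean of all tested compounds plus 3 SD, cut at about 5.5% in these data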;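 note: 100% = response to 3 µM Δ7-dafachronic acid high control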
ssDAF12 agonist = activators of S. stercoralis DAF-12 nuclear receptor | HEK293 ssDAF-12/GRIP1 lit1-tk-luc reporter, luminescence; % of 3 µM dafachronic acid response | activation, % at 6.8 µM | 1% of 370,000 active;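 active = activation above the mean over all tested compounds plus 3 SD, cut at about 0.9% in these data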;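 note: 0% = DMSO-only wells and 100% = 3 µM delta7-dafachronic acid wells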
An asterisk follows results filed as active; i = inactive; . = no result given.

SMILES	PLCg1 inh	DAX1 inh-1	hgDAF12 agonist	ADAM17 inh	PLCb3 inh	GAA850 FXN act	DAX1 inh-2	sPLA2-III inh	ADAM10 inh	hcDAF12 agonist	ssDAF12 agonist
O=C(N=Nc1c(O)[nH]c2ccccc12)c1cc(-c2cccs2)[nH]n1	1	1.7	1.2	-5	-10	-0.3	0.3	16	-9	2.6	-0.5
O=C(N/N=C/c1cccc(O)c1)c1cc2c(ccc3ccccc32)o1	-66	-0.3	1.5	-34	-108	-0.1	0.4	-49	-75	-0.5	-1.0
CCC(=O)N(CCC(c1ccccc1)c1ccco1)Cc1cccs1 (centres undefined)	5	-1.2	-0.9	9.8*	3	-3.0	-1.6	-1	3	-3.7	-1.4
O=c1[nH]c(=O)c2nc(-c3ccc(Cl)cc3)cnc2[nH]1	i	2.5	3.0	-366	i	0.5	-0.2	2	i	-1.1	-0.9
CNC(=S)N1C2CCCC1CC(NC(=O)c1ccc(C)cc1)C2 (centres undefined)	-3	1.9	1.2	-2	-4	3.6	-0.2	2	-3	-0.4	-1.5
O=C(c1ccccc1)N1CC[C@H]2[C@H](CCCN2Cc2cc(F)cc(F)c2)C1	9	.	2.6	3	1	.	-0.9	-5	3	-2.3	-1.9
NC(N)=NC(N)=Nc1cccc2ccccc12	-7	-0.2	3.9	0	-9	-1.7	-0.6	-2	0	-0.1	-1.5
Cc1cccc(C)c1OCC(=O)NC1CC1	2	0.3	0.2	-7	-6	0.1	2.1	4	-4	-2.1	-1.0
Cc1ccc2sc(NNC(=O)c3cc(=O)c4ccccc4o3)nc2c1C	-19	0.8	2.6	-7	-33	1.5	-0.6	13	-26	2.4	0.2
CC1Cc2ccccc2N1C(=O)COC(=O)C1=COCCO1 (centres undefined)	-2	0.1	0.9	-2	2	2.6	-0.3	11	-10	-1.5	-0.4
CC(C)(C)n1nc2c(c1NC(=O)COc1ccc3ccccc3c1)CS(=O)C2 (centres undefined)	4	0.8	1.1	1	3	0.7	0.7	2	-5	-1.8	-1.9
Cc1cc(OCC(=O)N[C@@H](Cc2ccccc2)c2nc3ccccc3[nH]2)ccc1Cl	1	-0.2	1.1	0	0	3.6	-0.4	7	-5	1.0	0.3
Cc1ccc(-n2nnnc2SCCNS(=O)(=O)c2ccccc2)cc1C	6	-1.9	-2.7	5	-1	-0.4	-0.6	-42	8	-2.5	-1.5
CCN(Cc1ccccc1)S(=O)(=O)c1cc(C(=O)c2c(N)n(C)c(=O)n(C)c2=O)ccc1OC	-3	-1.4	0.9	0	-10	0.7	-0.1	-9	-2	-2.1	-2.1
Cc1oc(C)c(C(=O)NCCCC(=O)O)c1C(=O)NCCCC(=O)O	-1	0.7	0.9	-1	0	-0.8	0.3	-5	-6	-0.3	-1.1
CCOC(=O)c1nn(-c2ccccc2)c(=O)cc1SC(C)CC (centres undefined)	6	0.0	0.3	5	5	2.6	-1.0	3	7	-1.7	-1.5
CCc1ccc(/C=C2/SC(=S)N(CCCC(=O)Nc3ccccc3C(=O)O)C2=O)cc1	2	0.7	-4.0	1	-2	-10	0.5	-7	0	-1.5	-0.9
NC(=O)c1ccsc1NC(=O)CSc1nnc(Nc2ccccc2)s1	0	0.0	-5.3	-4	-9	-1.2	-1.4	-14	-4	-0.6	-1.2
COCCNC(=O)CCCCCn1c(=S)[nH]c2ccccc2c1=O	-6	0.1	-1.5	0	-4	2.1	-0.1	11	7	-0.5	-1.7
O=C(CSc1nc(C(F)(F)F)cc(=O)[nH]1)N1CCCC1	2	0.7	0.4	-3	0	-0.7	-0.2	-3	6	0.6	-0.9
COc1ccccc1NC(=O)COC(=O)c1cc(C)nc2ccccc12	1	-0.7	-2.0	-5	-9	-0.2	-0.3	2	-17	0.5	-1.4
COc1ccc(NC(=S)N2CCN(S(=O)(=O)c3ccccc3)CC2)cc1	-3	-0.5	-1.7	-3	-3	-1.1	0.4	12	-6	-1.1	-0.8
COc1ccc2[nH]c3c(c2c1)CCN1C(=O)C(CC(=O)NCC24CC5CC(CC(C5)C2)C4)C[C@H](C(=O)N2CCOCC2)[C@@]31C (some centres undefined)	0	-1.0	-1.6	6	5	-2.5	-0.9	-16	2	-1.5	-2.0
Cc1ccc(S(=O)(=O)c2ccc(NN)cc2)cc1	-6	-0.4	-0.4	1	-14	1.2	-0.7	-13	0	-0.4	-1.5
O=C(Nc1nnc(-c2ccco2)o1)c1cccc2ccccc12	2	-0.2	-1.1	4	1	-0.8	-0.6	-4	2	-1.1	-1.1
CCOc1ccccc1C1N=C(c2ccc(OC)cc2)CC(c2ccccc2O)N1 (centres undefined)	-14	0.6	4.0	-8	-29	0.8	0.4	-13	-25	3.6	-0.7
COC(=O)C1=C(C(=O)OC)[C@@H]2N(Cc3ccccc3)c3ccccc3[C@@]23C[C@@H](CO)N(C(=O)NC2CCCC2)C3=N1	3	0.6	0.0	-1	3	-0.4	0.3	-1	0	1.2	-1.4
c1ccc(-n2nnnc2Oc2cccc3cccnc23)cc1	-4	-0.2	-0.8	-4	-7	0.7	0.1	8	7	2.1	-1.4
Cc1ccc(Cl)cc1NC(=O)C[n+]1ccc(Cc2ccc([N+](=O)[O-])cc2)cc1	3	1.6	-1.0	3	4	-0.5	-0.8	-35	-2	0.4	-0.5
COc1ccccc1CNC(=O)c1ccc(NS(=O)(=O)c2cccs2)cc1	-5	-0.9	-2.7	-4	-14	0.3	-0.5	-8	1	-0.3	-0.9
O=C(Cn1cccc1C(=O)c1ccccc1)NCc1ccc(Cl)cc1	2	2.7	1.8	-3	-3	-1.6	-0.8	-3	-1	-1.8	0.1
CC(=O)NC(C)C(=O)OCC(=O)Nc1ccc(Br)cc1 (centres undefined)	1	-0.4	1.2	-3	5	0.5	0.4	-1	-4	0.1	-1.4
CCOc1ccccc1CN1CCN(Cc2cc(=O)c3ccccc3[nH]2)CC1CCO (centres undefined)	-4	1.1	1.0	-7	-13	-2.0	-1.3	5	-17	1.4	-1.2
CCOC(=O)[C@]12CCCC=C1N(CCC1=CCCCC1)C(=O)[C@H](CC(=O)NCC13CC4CC(CC(C4)C1)C3)C2	2	.	-3.0	-4	1	.	2.4	-4	-6	-0.4	-1.4
Cc1nn2cc(-c3cccc(Cl)c3)cnc2c1Cl	0	0.9	5.2	-3	-5	2.1	1.8	-2	-2	0.9	-0.6
COc1ccccc1NC(=O)c1ccccc1NS(=O)(=O)c1cccs1	-13	-0.1	-3.4	-5	-25	-1.3	0.9	-16	-4	0.7	-1.4
Cc1onc(-c2c(F)cccc2Cl)c1C(=O)Nc1cc(S(=O)(=O)N2CCCCC2)ccc1O	9	-1.4	-3.5	12*	-7	0.2	-1.8	-37	27*	-4.6	-0.6
Cc1cc(CNC(=O)c2ccc(C)c([N+](=O)[O-])c2)c2ccccc2n1	0	0.7	2.0	-5	-7	1.2	-1.6	-1	-12	-0.8	-1.9
CC(Cc1c[nH]c2ccccc12)C(=O)O (centres undefined)	-1	-0.2	-1.3	-4	-3	1.9	-0.8	-3	-10	1.4	-1.4
CC(CC(=O)NCc1ccc(Cl)cc1)S(=O)(=O)c1ccc2c(c1)NC(=O)CO2 (centres undefined)	-1	-0.7	-4.3	2	-3	-1.6	-0.1	-12	0	-2.2	-1.6
COc1ccc(N2CCN(CC(=O)c3ccccc3)CC2)cc1	-4	0.7	1.6	-4	-9	-0.9	-0.5	-1	-5	-1.9	-0.9
CCCCNC(=O)N1CCCC(N(C)CCc2ccc(OC)c(OC)c2)C1 (centres undefined)	-4	-0.4	1.5	-2	-3	0.2	-0.1	-1	-4	-1.2	-0.9
CCC(C)(C)NC(=O)CN(CC1CCCO1)C(=O)CCC(=O)Nc1nccs1 (centres undefined)	0	1.1	-1.8	-1	-1	1.0	0.1	1	-2	-0.6	-0.3
CC(=O)N1C(c2ccccc2)CC(=O)OC1c1ccc2c(c1)OCO2 (centres undefined)	2	1.2	1.2	-3	3	-1.2	0.1	-5	2	0.5	-0.8
Cc1cccc(NC(=O)CC2SC(=NC3CCCCC3)NC2=O)c1 (centres undefined)	-16	0.1	-1.4	2	-8	-0.9	-0.6	-8	6	-1.3	-1.1

Only DAX1 inh-1, ADAM17 inh and ADAM10 inh, for 2 of the compounds above:
Structure | DAX1 inh-1 | ADAM17 inh | ADAM10 inh
CCCCNC(=O)N1CCCC(N(C)CCc2ccc(OC)c(OC)c2)C1 (centres undefined) | -0.4 | -2 | -4
CCC(C)(C)NC(=O)CN(CC1CCCO1)C(=O)CCC(=O)Nc1nccs1 (centres undefined) | 1.1 | -1 | -2

Remaining list, next part.
SMILES	PLCg1 inh	DAX1 inh-1	hgDAF12 agonist	ADAM17 inh	PLCb3 inh	GAA850 FXN act	DAX1 inh-2	sPLA2-III inh	ADAM10 inh	hcDAF12 agonist	ssDAF12 agonist
O=S(=O)(/N=C/c1c(O)ccc2ccccc12)c1ccccc1	0	1.1	-0.2	-2	-4	-0.2	0.2	-3	-4	0.5	-1.6
Cc1ccc(N(C(=O)Nc2ccccc2)C2=NCC(C)S2)cc1 (centres undefined)	6	1.1	1.8	1	7	2.8	0.0	4	-60	0.3	-1.2
CC(=O)NCCC(=O)NCc1ccc(F)cc1	-1	-1.3	-2.6	-2	-2	-0.1	-0.5	5	-3	-1.6	-0.9
CCCCc1ccc(-c2csc(/C(C#N)=C/c3ccco3)n2)cc1	-8	0.3	4.8	-4	-7	-1.6	0.2	16	3	3.1	-0.8
Cc1ccc(-c2noc(C3CCCCC3)n2)cc1	-1	1.1	3.8	-4	1	2.7	0.4	8	-5	-0.3	-0.2
CC(Sc1nnc(-c2cccs2)n1N)C(=O)NCC1CCCO1 (centres undefined)	-2	-0.7	1.2	-3	-4	0.0	1.0	4	-7	-0.7	-0.6
COc1ccc(C2=NOC(COc3ccc([N+](=O)[O-])cc3)C2)cc1 (centres undefined)	1	1.3	-0.4	-2	4	1.8	-0.1	-3	4	0.1	-1.3
COc1ccc(-c2[nH]c(-c3ccc(C)cc3)nc2SCC(=O)NCc2ccco2)cc1OC	-1	0.5	1.9	-3	4	-1.4	-0.5	-3	-2	-0.4	-1.4
CC(C)c1ccc(NC(=O)NC2CC3CCC(C2)N3Cc2cccs2)cc1 (centres undefined)	1	-1.4	-2.1	-6	-3	1.5	-0.8	7	-5	-1.6	-0.8
COc1ccc(-c2nnc3ccc(SCC(=O)N4CCCCCC4)nn23)cc1OC	-1	0.9	-1.5	-1	2	1.5	-0.4	-2	-7	-1.8	-1.4
CC(NCC1(N2CCOCC2)CCCCC1)C(=O)N1CCc2ccccc21 (centres undefined)	-1	-1.1	-0.2	-8	-1	-2.0	0.4	0	-7	-1.0	-1.1
CC(=O)C1C(c2ccco2)c2c(noc2C)CC1(C)O (centres undefined)	-4	1.2	-0.3	-2	0	3.1	-0.5	2	3	-1.5	-1.1
